AHR activator: activators of human aryl hydrocarbon receptor; activation, % at 5 µM; AHR-responsive luciferase reporter cells, luminescence; 320,000 tested, 2.5% active; in the data active means activation above about 47%;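 further: 0% = vehicle wells and 100% = reference agonist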
proCasp3 act: activators of human procaspase-3; activation, % at 8.5 µM; 330,000 tested, 0.11% active; AID 463141; P42574; recombinant procaspase-3 D3A, Ac-DEVD-pNA absorbance 405 nm;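 active means activation above the mean of all tested compounds plus 3 SD, cut at about 21% in these data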;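 further: 0% = DMSO alone and 100% = DMSO wells spiked with extra 5 µM PC-3 D3A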
Target sequence (P42574 whole entry D9A/D28A/D175A): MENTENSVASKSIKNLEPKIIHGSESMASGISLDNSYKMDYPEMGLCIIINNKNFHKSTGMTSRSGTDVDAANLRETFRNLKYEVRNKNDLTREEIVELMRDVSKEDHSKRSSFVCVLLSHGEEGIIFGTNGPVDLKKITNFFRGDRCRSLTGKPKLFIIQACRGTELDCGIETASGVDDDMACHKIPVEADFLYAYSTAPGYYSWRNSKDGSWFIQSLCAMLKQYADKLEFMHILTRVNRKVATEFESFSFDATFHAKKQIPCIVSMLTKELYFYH
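assay system = Procaspase-3 D3A mutant | signal = absorbance at 405 nm, 0 and 120 min | times = 1 h preincubation plus 2 h reaction at 25 °C | repeats = single replicate | read-out = % activation between DMSO and enzyme-spiked controls | medium = Zinc-free HEPES saline buffer with Triton X-100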
PP5 inh: PP5 (human) phosphatase inhibition; P53041; purified PP5c, OMFP substrate fluorescence; inhibition, % at 6.7 µM; 320,000 tested, 0.18% active; AID 1987;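 active means inhibition above the campaign's mean inhibition across all tested compounds plus 3 SD, cut at about 9.5% in these data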;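 further: 0% = DMSO only and 100% = 100 µM cantharidin control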
CTSL1 counter: counter-screen for PFM18AAP inhibitors: inhibitors of F. hepatica cathepsin L1. recombinant F. hepatica cathepsin L1, Z-Leu-Arg-MCA fluorescence. inhibition, % at 5.96 µM. 300,000 tested, 0.49% active;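 active means inhibition above the mean of all tested compounds plus 3 SD, set per screening campaign, cut at about 17% in these data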;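 further: 0% = plate median of test compound wells and 100% = 1 µM Z-Phe-Ala-diazomethylketone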
TPT1 inhibitor: inhibitors of Candida albicans tRNA 2'-phosphotransferase TPT1. recombinant caTPT1, FP RNA substrate dephosphorylation. inhibition, % at 5 µM. 300,000 tested, 0.81% active. AID 1962;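 active means inhibition above the mean of all tested compounds plus 3 SD, set per screening campaign, cut at about 24% in these data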;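 further: plate controls were DMSO alone for no effect and ferristatin control at 100 nM for full effect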
PAFAH2 FP inh: inhibitors of human PAFAH2 | Q99487 | recombinant PAFAH2, FP-rhodamine activity probe, fluorescence polarization | inhibition, % at 3.39 µM | 340,000 tested, 0.99% active | AID 492956;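 active means inhibition above the mean over all tested compounds plus 3 SD, cut at about 30% in these data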;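 further: inhibitors block probe labeling of enzyme so polarization drops; 0% = enzyme with DMSO and 100% = wells lacking PAFAH2 protein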
procasp7 counter: activates human procaspase-7, counter-screen for procaspase-3 activators. P55210. recombinant procaspase-7, Ac-DEVD-pNA absorbance 405 nm; D23A/D198A/D206A triple mutant, cannot self-cleave; scale: DMSO 0, 5 µM enzyme 100. activation, % at 8.5 µM. 330,000 tested, 0.093% active;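 active means percent activation above the screen-wide mean plus 3 SD, cut at about 25% in these data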
Target sequence (P55210 whole entry D23A/D198A/D206A): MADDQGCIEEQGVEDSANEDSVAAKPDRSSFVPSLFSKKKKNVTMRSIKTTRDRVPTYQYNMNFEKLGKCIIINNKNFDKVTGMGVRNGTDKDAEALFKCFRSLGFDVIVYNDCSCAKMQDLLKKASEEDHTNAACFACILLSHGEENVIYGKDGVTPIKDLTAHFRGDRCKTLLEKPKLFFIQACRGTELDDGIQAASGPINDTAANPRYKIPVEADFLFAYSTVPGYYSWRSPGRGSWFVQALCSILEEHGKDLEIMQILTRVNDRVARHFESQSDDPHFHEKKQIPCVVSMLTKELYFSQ
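Test system: Procaspase-7 triple mutant (PC-7 D3A). Also added: Ac-DEVD-pNA substrate, 400 µM as added. Schedule: 1 h enzyme–compound preincubation and 2 h substrate reaction, both 25 °C. Signal: p-Nitroaniline absorbance at 405 nm, read at 0 and 120 min. Control set: low DMSO alone, high DMSO plus 5 µM PC-7.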
PP1 counter: blocks human PP1-alpha phosphatase, a PP5 counter-screen | P62136 | purified PP1alpha, OMFP fluorescence | inhibition, % at 6.7 µM | 320,000 tested, 0.9% active | AID 2235;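 active means inhibition above the mean inhibition of all tested compounds plus 3 SD, computed separately for each screening campaign, cut at about 15% in these data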
Target sequence (P62136 whole entry, looked up): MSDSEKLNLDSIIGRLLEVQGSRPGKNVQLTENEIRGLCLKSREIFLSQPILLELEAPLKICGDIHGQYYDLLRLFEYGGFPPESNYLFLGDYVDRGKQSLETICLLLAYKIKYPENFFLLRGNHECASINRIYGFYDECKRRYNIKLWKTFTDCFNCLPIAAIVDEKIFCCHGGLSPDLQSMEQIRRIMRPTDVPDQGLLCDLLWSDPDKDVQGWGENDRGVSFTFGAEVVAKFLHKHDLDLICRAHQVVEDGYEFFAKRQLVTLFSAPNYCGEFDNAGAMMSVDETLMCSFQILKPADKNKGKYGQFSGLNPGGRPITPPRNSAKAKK
HCV core dimer: blocks dimerization of HCV core protein; 300,000 tested, 0.33% active; AID 1899; TR-FRET GST/Flag-core106 dimerization, 1536-well; inhibition, % at 5 µM;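 active means inhibition above the mean of all tested compounds plus 3 SD, set per screening campaign, cut at about 45% in these data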
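Material: Tagged HCV core106 pair (GST and Flag) | Amount: GST-core106 13.5 nM, Flag-core106 17 nM | Medium: KF-containing HEPES buffer, pH 7.45, DTT, CHAPS, BSA | Reagent: Eu donor and XL665 acceptor anti-tag antibodies | Schedule: 4 h at 22.5 °C | Technique: Time-resolved FRET, ex 340 nm, em 617 and 671 nm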
Numbers without * were called inactive; · = no result given.

[1] Cc1nn(CC(=O)c2ccc(Br)s2)c(C)c1[N+](=O)[O-]
[2] COc1cc(C(=O)NC2CCCCCCC2)cc(OC)c1OC
[3] COc1cc2ccccc2cc1C(=O)Nc1ccc(N2CCN(C)CC2)cc1
[4] Cn1c(-c2cc3ccccc3oc2=O)nc2ccccc21
[5] CC(C)NS(=O)(=O)c1ccc(OCC(=O)N(C)Cc2ccccc2)cc1
[6] Cc1csc(NC(=O)COc2ccc3c(c2)CCC3)n1
[7] C#CCN(Cc1ccco1)C(=O)c1cc(COc2ccc(F)cc2Cl)on1
[8] Cc1ccc(CNC(=O)CSc2nc(C)cc(C)c2C#N)cc1
[9] CCOC(=O)N1CCN(C(=O)CS(=O)(=O)c2cn(Cc3ccccc3C)c3ccccc23)CC1
[10] COC(=O)Nc1ccc(S(=O)(=O)N2CCCCCC2)cc1
Compound	1	2	3	4	5	6	7	8	9	10
AHR activator	1	5	33	11	3	18	-4	-1	0	1
proCasp3 act	1	-13	-6	5	-6	6	-4	4	2	2
PP5 inh	2.4	-0.9	2.6	-2.8	4.8	1.1	5.0	2.5	0.4	1.4
CTSL1 counter	4	1	6	2	3	·	5	17*	-13	-5
TPT1 inhibitor	33*	0	-2	-3	1	·	1	-4	-3	-1
PAFAH2 FP inh	-4	-2	5	2	12	9	5	-13	-3	4
procasp7 counter	4	2	-7	3	-6	1	-2	-7	-3	8
PP1 counter	2	2	2	-3	-2	-1	5	2	-7	-2
HCV core dimer	19	-1	-5	2	0	·	2	4	-3	-1

[11] CCOC(=O)/C(=N\Nc1ccc(C(C)=O)cc1)c1csc(Nc2ccccc2)n1
[12] Cc1ccc(N=Cc2cc3c(cc2[N+](=O)[O-])OCO3)cc1[N+](=O)[O-]
[13] COC(=O)Nc1ccc(S(=O)(=O)NNC(=O)c2c(O)c3ccccc3[nH]c2=O)cc1
[14] COc1ccc(Cn2c(C)nnc2-c2cnn(C)c2N)cc1OC
[15] CCOc1ccc(S(=O)(=O)Nc2ccccn2)c2ccccc12
[16] CC(C)(C)OC(=O)NCCCCCNC(=O)c1nc[nH]c1C(=O)NCc1ccc(CNC(=O)OC(C)(C)C)cc1
[17] C=CCc1cc(Cl)ccc1OCCNCCCOC
[18] COc1ccc2nc(SCC(=O)NCC(F)(F)F)[nH]c2c1
[19] COCCCNC(=O)CC(=O)N/N=C\c1ccc(SC)cc1
[20] CC1Cc2cc(S(=O)(=O)NCc3ccccc3)ccc2N1C(=O)C1CCC1 (stereo not given)
Compound	11	12	13	14	15	16	17	18	19	20
AHR activator	8	6	3	16	0	-1	-3	6	0	0
proCasp3 act	4	1	-1	0	15	0	9	0	8	7
PP5 inh	3.0	4.1	-0.3	1.7	0.1	·	-0.8	-0.6	1.4	1.8
CTSL1 counter	0	2	-3	3	4	·	1	3	0	9
TPT1 inhibitor	16	-1	5	-2	-1	·	-1	-3	1	-2
PAFAH2 FP inh	-2	·	10	5	1	-14	-4	2	-3	3
procasp7 counter	12	-13	-6	9	-8	-1	9	2	1	8
PP1 counter	-2	5	2	-4	-3	·	2	-2	-2	-4
HCV core dimer	9	19	1	2	2	·	-7	-5	-3	6

[21] c1ccc(-c2ccccc2OCCCCn2ccnc2)cc1
[22] Cc1cc(-c2ccccc2)nc(Cl)c1C#N
[23] COc1cc(C(=O)Nc2ccccc2N2CCOCC2)ccc1OCC(=O)N1CCOCC1
[24] COCc1cc(C)nc2sc(C(=O)Nc3ccccc3Br)c(N)c12
[25] Cn1c(=O)c2c(nc(CN3CCN(C(=O)c4ccco4)CC3)n2CCCO)n(C)c1=O
[26] COC(=O)c1cccc(Cn2nc(C)c([N+](=O)[O-])c2C)c1
[27] CCCOc1ccc(C(=O)Nc2ccc3c(c2)OCCO3)cc1
[28] COC(=O)C1CCCCN1C(=O)c1cc(COc2cccc3cnccc23)on1 (stereo not given)
[29] N=c1c(C(=O)NC2CCCCC2)cc2c(=O)n3ccccc3nc2n1Cc1ccccc1
[30] COc1ccc(-c2csc(NC(=S)NC(=O)c3ccco3)n2)cc1Br
Compound	21	22	23	24	25	26	27	28	29	30
AHR activator	46	76*	-1	2	0	1	-4	5	1	-1
proCasp3 act	1	-1	-1	6	-7	2	-2	-6	-10	-3
PP5 inh	5.0	2.6	-0.7	-3.3	2.3	-0.8	1.1	2.9	-2.3	2.4
CTSL1 counter	1	-2	-1	0	-1	-10	3	2	4	1
TPT1 inhibitor	-2	1	1	-1	-1	4	-3	1	-3	-1
PAFAH2 FP inh	-6	3	-4	1	-3	7	4	1	0	-5
procasp7 counter	-2	1	7	36*	4	0	-2	5	-12	11
PP1 counter	4	0	-6	2	0	-4	0	-8	1	-2
HCV core dimer	-2	2	0	-3	1	-3	-17	4	0	10

[31] O=C(Nc1ccc(Cl)cc1)C1CCCN(C2=NS(=O)(=O)c3ccccc32)C1 (stereo not given)
[32] O=C(c1ccco1)N1CCN(S(=O)(=O)c2ccc(Br)cc2)CC1
[33] O=C1CSC(c2cn(-c3ccccc3)nc2-c2cc3ccccc3oc2=O)N1Cc1ccccc1 (stereo not given)
[34] CCOc1ccc2nc(NC(=O)c3cc([N+](=O)[O-])ccc3N3CCOCC3)sc2c1
[35] CCN(CC)C(=O)c1oc2ccc(S(=O)(=O)N3CC(C)CC(C)C3)cc2c1C (stereo not given)
[36] C=CC(n1cncn1)C(O)(c1ccccc1)c1ccccc1 (stereo not given)
[37] Nc1ccc2nc3c(=O)n(C4CCCCC4)c(=O)[nH]c3nc2c1
[38] CCN(CC)CCN1C(=O)C(=O)/C(=C(/O)c2ccc(F)cc2)C1c1cccnc1 (stereo not given)
[39] COC(=O)c1cc(C(=O)OCC(=O)N2CCCCC2)cc([N+](=O)[O-])c1
[40] N#C/C(=C\c1ccccc1)c1nc2ncccc2[nH]1
Compound	31	32	33	34	35	36	37	38	39	40
AHR activator	1	-1	2	-1	0	3	1	-2	1	30
proCasp3 act	8	2	7	5	-5	2	-10	-9	14	-27
PP5 inh	2.9	2.2	0.8	-0.3	6.0	1.2	-6.7	-1.3	·	1.3
CTSL1 counter	·	1	2	3	0	3	2	2	·	4
TPT1 inhibitor	·	1	-1	-2	-3	2	-54	-3	·	-4
PAFAH2 FP inh	5	0	0	-6	12	-4	20	-2	-2	8
procasp7 counter	8	2	6	5	5	-5	-9	8	9	-17
PP1 counter	-4	10	4	-2	4	-3	-8	-1	·	0
HCV core dimer	·	-1	27	15	5	-11	-6	-14	·	3

Copied from the list.
HCV core dimer, O=C(c1ccco1)N1CCN(S(=O)(=O)c2ccc(Br)cc2)CC1 stands at -1
AHR activator, COC(=O)c1cc(C(=O)OCC(=O)N2CCCCC2)cc([N+](=O)[O-])c1 stands at 1

Part of the list above, showing only PAFAH2 FP inh, HCV core dimer and CTSL1 counter.
| entry | molecule | PAFAH2 FP inh | HCV core dimer | CTSL1 counter |
| --- | --- | --- | --- | --- |
| 33 | O=C1CSC(c2cn(-c3ccccc3)nc2-c2cc3ccccc3oc2=O)N1Cc1ccccc1 (stereo not given) | 0 | 27 | 2 |
| 34 | CCOc1ccc2nc(NC(=O)c3cc([N+](=O)[O-])ccc3N3CCOCC3)sc2c1 | -6 | 15 | 3 |
| 35 | CCN(CC)C(=O)c1oc2ccc(S(=O)(=O)N3CC(C)CC(C)C3)cc2c1C (stereo not given) | 12 | 5 | 0 |

(more compounds)
[41] Cc1cc(C)n2nc(SCC(=O)N3CCN(c4ccccc4)CC3)nc2n1
[42] CN(C(=O)COC(=O)/C=C/c1cn(-c2ccccc2)nc1-c1ccc2c(c1)OCCO2)C1CCS(=O)(=O)C1 (stereo not given)
[43] CCCOc1ccc(-c2nc(=S)[nH][nH]2)cc1
[44] CCN(CC)c1ccc(C=Nc2cccc(S(=O)(=O)N3CCOCC3)c2)c(O)c1
[45] CC(C)Sc1nc(SCC(=O)O)c2c3c(sc2n1)COC(C)(C)C3
[46] CN1C(C(=O)NCc2ccco2)=CC(c2ccc(F)cc2)=NS1(=O)=O
[47] c1ccc(-c2nnn(C34CC5CC(CC(C5)C3)C4)n2)cc1
[48] CCN(CC)S(=O)(=O)c1ccc(NC(=O)c2cc(C(=O)OC)cc([N+](=O)[O-])c2)cc1
[49] COc1cccc(NC(=O)Cn2c(=O)n(-c3ccccc3)c(=O)c3oc4ccccc4c32)c1
[50] COc1ccc(C/C(C)=N/Nc2nc(C)cc(=O)[nH]2)cc1
Compound	41	42	43	44	45	46	47	48	49	50
AHR activator	3	1	8	5	10	2	3	-4	4	14
proCasp3 act	2	-7	1	4	3	2	-9	-3	-5	0
PP5 inh	·	1.2	1.4	·	1.0	0.4	4.3	2.7	-1.6	1.9
CTSL1 counter	·	-18	-5	·	2	3	-1	-7	1	0
TPT1 inhibitor	·	-3	-1	·	0	0	1	2	-4	0
PAFAH2 FP inh	2	-5	10	-1	9	3	3	-18	-2	1
procasp7 counter	5	4	-15	2	-1	4	1	-4	6	2
PP1 counter	·	-1	1	·	0	0	-5	-1	1	3
HCV core dimer	·	7	0	·	8	9	1	-6	-2	4

Next part (2 carried over from the part before).
[49] COc1cccc(NC(=O)Cn2c(=O)n(-c3ccccc3)c(=O)c3oc4ccccc4c32)c1
[50] COc1ccc(C/C(C)=N/Nc2nc(C)cc(=O)[nH]2)cc1
[51] O=C(NCCN1CCOCC1)/C(=C\c1ccccc1F)NC(=O)c1ccccc1
[52] NC(=O)C1CCN(C(=O)c2cc3n(n2)C(C(F)(F)F)CC(c2ccco2)N3)CC1 (stereo not given)
[53] CCN1C(=Nc2ccc(Cl)cc2)SC/C1=C\C(=O)OC
[54] COc1ccc(N2CCN(C(CNC(=O)COc3ccccc3)c3ccco3)CC2)cc1 (stereo not given)
[55] Cc1cc(N2CCOCC2)nc(-c2ccc([N+](=O)[O-])cc2)n1
[56] NC(=O)CN1C(=O)C(=O)N(Cc2cccc(Cl)c2)C1=O
[57] COc1ccc(CNC(=O)Cn2cncn2)cc1OC
[58] C/C(=N/NC(=O)Cn1nc2ccccc2n1)c1ccc(F)cc1
[59] COc1ccc(C(CNC(=O)c2cc(C)on2)N(C)C)cc1 (stereo not given)
Compound	49	50	51	52	53	54	55	56	57	58	59
AHR activator	4	14	-1	2	2	-2	20	-2	-1	4	2
proCasp3 act	-5	0	6	10	-5	-5	-1	2	1	2	5
PP5 inh	-1.6	1.9	-0.2	-1.0	1.3	2.1	-5.7	-0.8	-0.2	3.1	0.6
CTSL1 counter	1	0	-4	-1	-1	5	6	2	3	-6	3
TPT1 inhibitor	-4	0	-1	0	-3	-1	-5	-2	-3	-1	0
PAFAH2 FP inh	-2	1	0	-10	2	0	-2	1	-2	12	7
procasp7 counter	6	2	-6	-5	4	-3	-13	6	9	8	9
PP1 counter	1	3	1	-2	1	-2	-4	-4	-5	-1	2
HCV core dimer	-2	4	4	5	-8	0	-12	10	2	-4	0
